Screens: PubChem, several laboratories
Rin1 Abl inh – human Rin1-Abl interaction inhibition. P00519+Q13671. TR-FRET Rin1/Abl binding, biochemical. inhibition, % at 7.35 µM. actives 0.4% (n = 360,000); in the data active = inhibition above about 5%, passing the limit was not always enough
SUMO1-SIM PPI – SUMO1-SIM interaction modulation | SUMO1 binding to a labelled peptide, TR-FRET, 1 h | inhibition, % at 20 µM | actives 0.33% (n = 360,000); in the data active = inhibition above about 37%
Target sequence (P63165 whole entry, looked up): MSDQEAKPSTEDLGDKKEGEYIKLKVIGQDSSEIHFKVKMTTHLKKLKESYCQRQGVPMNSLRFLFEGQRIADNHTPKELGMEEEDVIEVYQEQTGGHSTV
DNMT1 block – DNMT1 (human) enzyme inhibition; P26358; DNMT1 molecular beacon, Hinp1I cleavage, fluorescence; inhibition (reported as % activation of signal), % at 10 µM; actives 0.83% (n = 360,000); in the data active = inhibition above about 50%
LMPTP block – LMPTP (human) inhibition | inhibition, % at 20 µM | recombinant LMPTP-A, OMFP fluorogenic substrate, fluorescence intensity | actives 0.22% (n = 360,000);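 active = compounds that cut the enzyme signal by at least half of the control window in the single-dose screen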;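 also: plate controls were DMSO wells with enzyme plus substrate for no effect and substrate without enzyme for full effect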
Target sequence (P24666 whole entry, looked up): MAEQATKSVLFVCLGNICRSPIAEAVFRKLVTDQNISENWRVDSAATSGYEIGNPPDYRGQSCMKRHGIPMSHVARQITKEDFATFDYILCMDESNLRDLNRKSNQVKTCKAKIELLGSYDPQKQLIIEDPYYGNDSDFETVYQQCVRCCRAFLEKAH
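Test system: LMPTP-A phosphatase enzyme. Amount: LMPTP-A at 0.625 nM final in the reaction. Reagent: OMFP substrate, 400 µM final. Times: 50 min at room temperature. Signal: endpoint fluorescence intensity from OMFP dephosphorylation. Read-out basis: % inhibition. Benchmarks: no-enzyme and uninhibited controls.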
NadD inh – blocks S. aureus nicotinate mononucleotide adenylyltransferase; purified NadD enzyme, colorimetric absorbance read-out; actives 0.78% (n = 360,000); inhibition, % at 20 µM; in the data active = inhibition above about 26%; also: some compounds past the cut are filed as inactive
Rpn11 block – blocks the human proteasome subunit Rpn11; O00487; human 26S proteasome, Ub4-pepOG fluorescence polarization; 20S core pre-blocked with epoxomicin; calls only at 20 µM; actives 0.59% (n = 360,000); AID 588493;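 active = inhibition at 20 µM, scaled to each plate's controls, above about 33%, limit read from the data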
Neddylation inh – inhibitors of human cullin neddylation | calls only at 25 µM | P61081+Q13564 | actives 0.58% (n = 360,000) | TR-FRET cullin neddylation, biochemical | AID 651699; in the data active = inhibition above about 36%
Target sequence (P61081 whole entry, looked up): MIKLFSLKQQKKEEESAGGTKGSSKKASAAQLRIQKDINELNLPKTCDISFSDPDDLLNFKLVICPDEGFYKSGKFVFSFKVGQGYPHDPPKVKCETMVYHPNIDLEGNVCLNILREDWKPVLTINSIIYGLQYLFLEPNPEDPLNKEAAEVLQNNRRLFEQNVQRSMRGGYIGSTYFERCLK
Target sequence (Q13564 whole entry, looked up): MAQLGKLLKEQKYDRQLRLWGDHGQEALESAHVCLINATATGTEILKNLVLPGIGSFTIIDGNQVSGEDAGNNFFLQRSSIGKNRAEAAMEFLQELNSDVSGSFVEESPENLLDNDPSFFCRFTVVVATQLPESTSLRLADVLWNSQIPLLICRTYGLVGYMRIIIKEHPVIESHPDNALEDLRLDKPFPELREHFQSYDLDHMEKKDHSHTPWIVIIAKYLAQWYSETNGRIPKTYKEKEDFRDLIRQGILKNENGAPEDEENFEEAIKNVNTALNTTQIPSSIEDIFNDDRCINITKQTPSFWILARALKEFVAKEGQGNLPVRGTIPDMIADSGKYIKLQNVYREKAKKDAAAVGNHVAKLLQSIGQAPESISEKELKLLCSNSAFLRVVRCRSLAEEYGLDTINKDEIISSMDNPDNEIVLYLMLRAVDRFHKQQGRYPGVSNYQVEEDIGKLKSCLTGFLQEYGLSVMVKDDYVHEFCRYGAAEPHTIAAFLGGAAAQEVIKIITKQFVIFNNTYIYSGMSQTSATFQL
STEP block – STEP (human) phosphatase inhibition; P54829; recombinant STEP, OMFP fluorogenic substrate, fluorescence; inhibition, % at 20 µM; actives 0.25% (n = 360,000); AID 588621;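 active = inhibition at 20 µM, scaled per plate between control wells, above about 37%, limit read from the data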;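 also: 0% = DMSO with enzyme and substrate and 100% = substrate only without enzyme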
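Assay system: isolated STEP enzyme. Buffer or medium: pH 6.0 Bis-Tris with DTT and Tween 20. Also added: fluorogenic phosphatase substrate OMFP at 25 µM final. Dosing: 20 µM, 1% DMSO. Timing: 20 min reaction, room temperature, in the dark. Measured by: fluorescence intensity, excitation 480 nm, emission 540 nm. Evaluation: normalized % inhibition.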
CSN inh – CSN deneddylation inhibition; AID 651999; actives 0.38% (n = 360,000); Purified CSN, SCF-Nedd8-OG deneddylation, fluorescence polarization; Q92905; inhibition, % at 12.5 µM;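 active = pattern-corrected inhibition above about 35%, with an unprinted fluorescence ratio check between 0.5 and 1.5, limit read from the data, passing the limit was not always enough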;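 also: 0% = enzyme with substrate and 100% = substrate without enzyme; some results filed as inactive read as strong as hits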
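Material: human Csn5 produced in HEK293T cells; Input: enzyme 0.24 nM; Reagent: SCFSkp2-Nedd8OG substrate at 10 nM final; Dosing: 12.5 µM compound; Incubation: 90 min reaction at room temperature; Detection: fluorescence polarization of the substrate; Evaluation: % inhibition of substrate cleavage by Csn5; Control set: substrate-only high control, full reaction low control.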
Scp-1 inhibitor – inhibitors of human Scp-1 phosphatase; Q9GZU7; Recombinant Scp1, phosphopeptide, malachite green phosphate absorbance; inhibition, % at 20 µM; actives 0.88% (n = 340,000);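 active = inhibition above about 50% at 20 µM, limit read from the data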;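 also: plate controls were DMSO wells with enzyme for no effect and wells lacking enzyme for full effect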
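System: truncated SCP-1 phosphatase (76-261aa); medium: Tris acetate buffer pH 5.5 with MgCl2 and Tween-20; incubation: 45 min room-temperature reaction, 5 min colour, 30 min stabiliser; compound: single 20 µM dose, 1% DMSO; reagent: Phosphorylated 17-residue peptide substrate; read-out: % inhibition at 20 µM; technique: colorimetric free-phosphate detection, absorbance 630 nm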
* marks the source's active call; other numbers are inactive results; i = inactive; . = no result given.

SMILES	Rin1 Abl inh	SUMO1-SIM PPI	DNMT1 block	LMPTP block	NadD inh	Rpn11 block	Neddylation inh	STEP block	CSN inh	Scp-1 inhibitor
Cc1ccc(S(=O)(=O)N(C)CC(=O)OCC(=O)NC(c2ccccc2)c2ccccc2)cc1	0	0	2	0.5	-3	i	i	0	1	-5
COC(=O)CSc1nnc(CNC(=O)c2cccs2)n1-c1cccc(C)c1	0	0	5	-1.7	-2	i	i	0	-4	-11
CCC1CCCCN1CCCNC(=O)c1ccc2c(c1)c(C)c(C)n2CC (stereo not drawn)	15*	-13	-1	0.3	-1	i	i	-3	2	-6
CCOC(=O)CNC(=O)c1ccc(Br)s1	2	-1	-2	-0.6	-3	i	i	3	-8	-7
C/C(=N\NC(=O)CNc1ccccc1Cl)C(C)(C)C	-1	-3	1	-0.6	-3	i	i	-2	6	6
CC1CC(C)CN(C(=O)c2nn(C)c3c2CS(=O)(=O)c2ccccc2-3)C1 (stereo not drawn)	1	2	1	-0.5	-3	i	i	-3	-2	-2
CCc1cccc(C)c1NC(=O)CN1CCN(S(=O)(=O)c2ccc(C(C)(C)C)cc2)CC1	-2	1	-3	1.9	4	i	i	1	3	4
O=C(Nc1ccc(OC(F)(F)F)cc1)C1CC(c2ccc(F)cc2)=NO1 (stereo not drawn)	-3	0	9	0.9	-3	i	i	0	-1	-7
O=C(OCn1nnc2ccccc2c1=O)c1cc2ccccc2o1	-2	-7	4	-0.6	-5	i	i	-2	-3	-19
COc1cc2ccccc2cc1C(=O)N(CCN(C)C)c1nc2ccc(Br)cc2s1	-2	-1	-4	1.7	9	i	i	2	2	15
N#Cc1c(N)c(C(=O)c2ccccc2)n2c1CCCC2	-1	-6	1	1.3	-4	i	i	0	6	-6
COc1cccc(CNC(=O)CCNC(=O)c2ccccc2OC)c1	5	-7	2	-0.7	-5	i	i	0	5	-4
CC(=O)C1C(c2ccc(C)cc2)c2c(n[nH]c2C)CC1(C)O (stereo not drawn)	-2	1	5	-0.9	0	i	i	4	-2	-15
CCN(CC)C(=O)[C@H]1C[C@H](CC(=O)NCCc2ccccn2)C(=O)N2CCc3c([nH]c4ccc(Cl)cc34)[C@]12C	0	-4	-2	-4.9	3	i	i	-1	4	-7
CCN(Cc1ccccc1)C(=O)Cn1c(=O)n(CC(=O)N2CCCCC2)c(=O)c2sccc21	0	1	3	-0.3	3	i	i	2	5	-7
Cc1ccc(CC(=O)N2CC(C)OC(C)C2)cc1 (stereo not drawn)	-1	-3	0	-1.0	7	i	i	-3	0	3
CN1/C(=C\C(=O)COC(=O)c2ccccc2O)C(C)(C)c2ccccc21	-5	2	-2	5.5	-3	i	i	2	4	-7
COc1cc(C)c(S(=O)(=O)Nc2ccccc2F)cc1C	0	0	-6	0.7	-3	i	i	3	6	-20
CSc1nc(-c2ccco2)nn1C(=O)c1ccc(C)cc1	1	8	-1	-0.4	-4	i	i	-2	3	-16
N/C(Cc1ccc([N+](=O)[O-])cc1)=N\OC(=O)c1ccco1	4	-10	-1	0.1	-3	i	i	0	12	-7
CCOC(=O)C1(Cc2ccc(Cl)cc2)CCN(C(=O)C2=NNC(=O)CC2)CC1	0	1	-1	-1.2	-4	i	i	-1	-6	-7
COc1cccc(NC(=O)Nc2nnc(Cc3ccc(OC)c(OC)c3)s2)c1	-4	0	-5	-0.9	3	i	i	1	0	-9
O=c1[nH]cc(I)cc1I	-1	-4	2	-1.1	-1	i	i	-4	-4	-2
COc1ccc(-c2cc(NC=O)c3ncc(-c4ccc(OC)c(OC)c4)n3c2)cc1	-3	7	-16	2.4	2	i	i	-1	22	.
O=C(CSc1cccc[n+]1[O-])NCCCc1ccccc1	-2	-2	-1	1.2	-1	i	i	1	-2	-7

Five entries out of the list, sorted by heavy-atom count, low to high:
SMILES	Rin1 Abl inh	SUMO1-SIM PPI	DNMT1 block	LMPTP block	NadD inh	Rpn11 block	Neddylation inh	STEP block	CSN inh	Scp-1 inhibitor
Cc1ccc(CC(=O)N2CC(C)OC(C)C2)cc1 (stereo not drawn)	-1	-3	0	-1.0	7	i	i	-3	0	3
CSc1nc(-c2ccco2)nn1C(=O)c1ccc(C)cc1	1	8	-1	-0.4	-4	i	i	-2	3	-16
CC(=O)C1C(c2ccc(C)cc2)c2c(n[nH]c2C)CC1(C)O (stereo not drawn)	-2	1	5	-0.9	0	i	i	4	-2	-15
CN1/C(=C\C(=O)COC(=O)c2ccccc2O)C(C)(C)c2ccccc21	-5	2	-2	5.5	-3	i	i	2	4	-7
COC(=O)CSc1nnc(CNC(=O)c2cccs2)n1-c1cccc(C)c1	0	0	5	-1.7	-2	i	i	0	-4	-11

Following part.
SMILES	Rin1 Abl inh	SUMO1-SIM PPI	DNMT1 block	LMPTP block	NadD inh	Rpn11 block	Neddylation inh	STEP block	CSN inh	Scp-1 inhibitor
O=C(Oc1ccc(C(=S)N2CCOCC2)cc1)c1cc([N+](=O)[O-])cc([N+](=O)[O-])c1	2	-39	0	-1.1	0	i	i	13	1	-16
Cc1cc(C)nc(Nc2n[nH]c(-c3ccccc3C)n2)n1	3	2	1	-0.8	-5	i	i	-1	1	-7
COc1cccc(CNC(=O)CCC2CCCN(C(=O)c3cc(C)[nH]n3)C2)c1 (stereo not drawn)	7	0	2	0.5	4	i	i	0	-3	-3
O=C(N=C1N=C2C=CC(Br)=CN2Cc2ccccc21)c1ccc([N+](=O)[O-])cc1[N+](=O)[O-]	-2	-34	1	0.3	6	i	i	1	5	-3
COCCNC(=O)COCc1cc(-c2ccc3c(c2)OCO3)on1	1	1	0	-0.6	-4	i	i	1	-2	12
O=C1C2C3CCC(C3)C2C(=O)N1c1ccc(OS(=O)(=O)c2ccccc2)cc1 (stereo not drawn)	0	3	4	-1.3	-6	i	i	-3	4	1
COC(=O)[C@]12CCCCC=C1N(CCC1=CCCCC1)C(=O)[C@H](CC(=O)NCc1cccs1)C2	.	3	.	0.7	0	.	i	.	-5	.
O=C(NCCc1ccccc1)C(=O)NN=C1CCCC1	0	1	-1	-2.3	0	i	i	-2	-2	-2
CN1C(=O)CSC1=Nc1ccc(Br)cc1	0	4	1	-1.8	-2	i	i	-1	1	-2
N#Cc1ccccc1COC(=O)c1ccc2c(c1)OCO2	2	6	7	0.3	-14	i	i	-4	0	-3
O=C(NCCO)c1cc2ccccc2c(=O)s1	-3	-9	2	-0.5	8	i	i	-3	-3	-1
CCOc1ccc(C(=O)NCCN(C)C)cc1	-2	-6	0	-2.3	-4	i	i	-1	-3	0
O=C1/C(=C\c2ccc(Cl)cc2)CCC1CNc1ccc(Cl)cc1 (stereo not drawn)	4	-5	10	-0.6	10	i	i	1	17	7
O=C(Nc1ccccc1)Nc1n[nH]c2nnc(-c3ccccc3)c(-c3ccccc3)c12	0	-13	-2	-1.0	9	i	i	0	-4	-9
O=C(CN1C(=O)NC2(CCCC2)C1=O)N1CCN(S(=O)(=O)c2cccc(C(F)(F)F)c2)CC1	5	3	0	-1.1	-3	i	i	1	-1	1
CN1CCCC(OC(=O)c2ccc(C#N)cc2)C1 (stereo not drawn)	-2	1	2	-1.5	-6	i	i	-5	-6	-1
CCOc1ccccc1N1CCN(C(=O)NCc2ccc(C)cc2)CC1	0	0	0	1.3	-3	i	i	2	3	0
O=C(CSc1nc2ccccc2c(=O)n1-c1ccccc1)N1CCC1	1	7	2	-1.4	-4	i	i	-1	2	-13
CCC1Nc2ncnc(N3CCN(c4ccccc4)CC3)c2N(Cc2ccc(Cl)cc2)C1=O (stereo not drawn)	-2	1	-9	0.2	7	i	i	2	-4	0
CC(C)OC(=O)CN1C(=O)c2ccccc2C1=O	-1	-3	1	-0.2	3	i	i	2	0	3
CC(=O)N(CCN(C)C)c1nc2cc3c(cc2s1)OCCO3	0	0	5	0.2	-4	i	i	-2	-3	-2
CCOC(=O)N1CCN(CC(O)COc2cc(C)ccc2C(C)C)CC1 (stereo not drawn)	1	-3	0	-2.2	-1	i	i	-2	-16	4
COc1cc(NC(=O)CNc2cccc(S(=O)(=O)N3CCOCC3)c2)cc(OC)c1	3	1	-5	0.7	-2	i	i	-1	3	-4
COc1ccc(C2CC(c3ccccc3)=NN2C(=O)CSc2nccc(=O)[nH]2)cc1 (stereo not drawn)	-3	-2	1	0.9	10	i	i	1	-5	-2
CCc1ccc(C(=O)NC(C(=O)O)C(C)C)cc1 (stereo not drawn)	2	0	4	-0.8	3	i	i	2	0	-6
CCOC(=O)CSc1nc2ccccc2c(=O)n1C	2	-5	0	-3.1	2	i	i	2	1	-10
Cn1c(=O)[nH]c(=O)c2c1nc(SCCN1CCOCC1)n2CCCc1ccccc1	-2	-4	1	-1.7	-4	i	i	1	-4	2
CN(C(=O)COC(=O)C1CCN(S(=O)(=O)c2ccc3c(c2)OCCO3)CC1)C1CCCCC1	0	8	-3	-0.8	-1	i	i	-1	-1	-7
COc1cc(C(O)c2nc(-c3cc4ccccc4o3)cs2)ccc1F (stereo not drawn)	-6	-8	2	2.7	-4	i	i	0	-3	.

Quoted at random: 6 compounds from above.
SMILES	Rin1 Abl inh	SUMO1-SIM PPI	DNMT1 block	LMPTP block	NadD inh	Rpn11 block	Neddylation inh	STEP block	CSN inh	Scp-1 inhibitor
O=C(Nc1ccc(OC(F)(F)F)cc1)C1CC(c2ccc(F)cc2)=NO1 (stereo not drawn)	-3	0	9	0.9	-3	i	i	0	-1	-7
COC(=O)[C@]12CCCCC=C1N(CCC1=CCCCC1)C(=O)[C@H](CC(=O)NCc1cccs1)C2	.	3	.	0.7	0	.	i	.	-5	.
CCN(CC)C(=O)[C@H]1C[C@H](CC(=O)NCCc2ccccn2)C(=O)N2CCc3c([nH]c4ccc(Cl)cc34)[C@]12C	0	-4	-2	-4.9	3	i	i	-1	4	-7
COc1cccc(CNC(=O)CCNC(=O)c2ccccc2OC)c1	5	-7	2	-0.7	-5	i	i	0	5	-4
O=C(NCCO)c1cc2ccccc2c(=O)s1	-3	-9	2	-0.5	8	i	i	-3	-3	-1
CCC1CCCCN1CCCNC(=O)c1ccc2c(c1)c(C)c(C)n2CC (stereo not drawn)	15*	-13	-1	0.3	-1	i	i	-3	2	-6
